Polio RdRp inh = poliovirus RdRp elongation inhibitors, primary screen, biochemical, fluorescence polarization, total intensity; Genome polyprotein (Poliovirus type 1 (strain Mahoney)), P03300; poliovirus polymerase elongation; hits give low values; AID 588519, 2011; 150,000 tested, 0.66% active; % elongation, % (compound at 16.7 µg/mL); in the data active means % elongation below about 90%; further: some results filed as inactive read as strong as hits
Target sequence (P03300 1749-2209 limits assumed): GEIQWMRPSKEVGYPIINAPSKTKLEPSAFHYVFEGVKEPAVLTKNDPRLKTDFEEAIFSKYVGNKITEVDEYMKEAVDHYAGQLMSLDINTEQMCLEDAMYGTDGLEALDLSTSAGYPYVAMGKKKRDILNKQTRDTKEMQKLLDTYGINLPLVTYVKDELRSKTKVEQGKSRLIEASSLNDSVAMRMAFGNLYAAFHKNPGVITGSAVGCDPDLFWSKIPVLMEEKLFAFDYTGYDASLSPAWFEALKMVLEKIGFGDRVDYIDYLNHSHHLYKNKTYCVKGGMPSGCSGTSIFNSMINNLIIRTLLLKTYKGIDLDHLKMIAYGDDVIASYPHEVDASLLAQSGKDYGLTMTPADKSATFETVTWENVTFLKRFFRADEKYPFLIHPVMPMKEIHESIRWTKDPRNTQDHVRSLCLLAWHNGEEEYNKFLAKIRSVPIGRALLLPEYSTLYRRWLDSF
Polio RdRp inh FP z-score = further read-out of Polio RdRp inh, marked with its call; z-score; measured here: FP z-score; hits read low
* = called active by the depositor; & = joins results of further samples.

structure | Polio RdRp inh | Polio RdRp inh FP z-score
COc1ccc(-c2cc(C(=O)NCCc3ccccc3)c3c(-c4ccc(Cl)cc4)[nH]nc3n2)cc1 | 105.0 | -0.1
C=CCOc1cccc(C(=O)Nc2ccccc2)c1 | 102.0 | 0
CC(=O)c1cccc(NC(=O)CN2C(=O)c3cccnc3Sc3ccccc32)c1 | 114.0 | 1.9
CCOc1cccc(/C=N/n2c(C)n[nH]c2=S)c1 | 99.0 | -0.3
CCCCC[C@H](O)/C=C/[C@H]1[C@H](O)CC(=O)[C@@H]1CCCCCCC(=O)O | 102.0&101.0&100.0 | 0.4&0.2&0.1
Cc1ccccc1Nc1nnc(C)c(=O)n1N | 105.0 | 1.1
O=C1Nc2ccccc2SC1CC(=O)N1CCN(Cc2ccccc2F)CC1 (configuration not stated) | 107.0 | 0.7
Cn1c(=O)cc(OCCCC(=O)N2CCCCC2)c2ccccc21 | 101.0 | 0
COc1cc(NC2c3ccccc3C(=O)N2Cc2ccco2)cc(OC)c1OC (configuration not stated) | 103.0 | 1.1
COC(=O)c1c(N)sc2c1CCCC2 | 100.0 | 0
Cc1nc(NCc2ccco2)c2cc(-c3ccccc3)sc2n1 | 107.0 | 0.4
COC(=O)C1CCCN1C(=O)c1ccccc1 (configuration not stated) | 100.0 | 0
CC(=O)N1CCCc2ccc(NC(=O)c3ccc(OC(C)C)cc3)cc21 | 105.0 | -0.1
Cc1sc2ncn(-n3cccc3)c(=O)c2c1-c1ccccc1 | 103.0 | 0.4
COc1cccc(-c2cc(C(=O)N3CCN(c4ccccc4)CC3)on2)c1 | 105.0 | 1.9
CCc1cc2c(C)cc(=O)oc2cc1OCC(=O)NCC1CCCCC1 | 104.0 | 0.9
O=C(O)c1ccc(CO)cc1 | 101.0 | -0.2
Cc1cc(F)ccc1NC(=O)C1CCCN(S(=O)(=O)c2ccc3c(c2)CCCC(=O)N3)C1 (configuration not stated) | 104.0 | -0.9
CCc1ccccc1NC(=O)CCOc1ccccc1 | 97.0&103.0 | -0.9&0.3
CCCCn1c(SC=O)nc2ccccc2c1=O | 103.0 | 0
COc1cccc(CNC(=O)CCc2c(C)c3cc4c(C)c(C)oc4cc3oc2=O)c1 | 104.0 | -1
CC(C)Oc1ncc(C(F)(F)F)cc1Cl | 103.0 | 0.6
O=C(CCn1nc(-c2ccc(Cl)cc2)c2ccccc2c1=O)NCCN1CCOCC1 | 97.0 | -1.6
COCCNC(=O)c1cccc2c1-c1ccccc1C2=O | 101.0 | -0.2
COc1ccc(OCc2nnc(SCC(=O)N(C3CCCCC3)C3CCCCC3)o2)cc1 | 100.0 | -0.2
Cc1ccc(-n2nc3c(=O)n(CC(=O)Nc4ccccc4F)nc(C)c3c2C)c(C)c1 | 104.0 | -1.2
CCC1CN(C(=O)Nc2cccc(OC)c2)c2ccccc2O1 (configuration not stated) | 106.0 | -0.1
O=C(CN1CCC(n2nnc3cc(F)ccc32)CC1)NCCc1ccccc1 | 106.0 | 1.5
COc1ccc(Nc2ccc(S(=O)(=O)N3CCCC3)cn2)cc1O | 100.0 | -0.2
CN1C(=O)S/C(=C/c2ccc(-c3ccc(C(=O)O)c(Cl)c3)o2)C1=O | 100.0 | -0.1
NC(=O)COC(=O)CCc1nc2ccccc2n1-c1ccccc1 | 100.0 | -0.4
Cc1cccc(N(CC(=O)O)S(C)(=O)=O)c1 | 101.0 | 0.1
CCCn1c2ccccc2c2cnn(CC(=O)NCc3ccccc3Cl)c(=O)c21 | 102.0 | -0.9
CCC1Sc2ccc(S(=O)(=O)CCC(=O)Nc3ccccc3C)cc2NC1=O (configuration not stated) | 100.0 | -0.7
CC(C)(C)NC(=O)C12CC3CCC(CC(C3)C1)C2 | 102.0 | 0.2
COc1cc2c(cc1OC)C(C)N(S(=O)(=O)c1ccc(-c3ccccn3)s1)CC2 (configuration not stated) | 106.0 | 0.2
Nc1c(C(=O)c2ccccc2)sc2snc(SCC(=O)c3ccccc3)c12 | 65.0 | -2.9
COC(=O)c1cnc(Nc2cc(OC)ccc2OC)c2ccccc12 | 100.0 | -0.4
COc1cc(/C=C(\C#N)C(=O)N2CCOCC2)cc(OC)c1OC | 102.0 | 0
CCN1Cc2ccccc2CC1C(=O)O (configuration not stated) | 104.0 | 0.7
CCC(C)NC(=O)c1nn(-c2ccc(C)cc2)nc1CO (configuration not stated) | 107.0 | 0
CSc1ccc(CCNC(=O)CCCn2c(=O)c3cccn3c3ccccc32)cc1 | 108.0 | 0.1
Cc1cc(NC(=O)NC(=O)c2csnn2)no1 | 98.0 | -0.7
c1ccc(-c2cc(-c3cn4cccnc4n3)on2)cc1 | 100.0 | -0.4
NC(=O)C1CN(C(=O)CN2CSCC2=O)c2ccccc2O1 (configuration not stated) | 104.0 | 0.2
COc1ccc(C2=NS(=O)(=O)N(C)C(C(=O)N3CCC(C)CC3)=C2)cc1OC | 106.0 | 1.1
CCC(=O)NC1=NC(=O)/C(=C/c2cn(C(=O)CC)nc2-c2ccccc2)S1 | 120.0 | 5.8
CCOc1ccc(CC(=Nc2ccccc2O)C2=C(O)CC(C)(C)CC2=O)cc1OCC | 107.0 | 0.5
CCOC(=O)Nc1ccc2c(COC(=O)c3nc4nc(C)ccn4n3)cc(=O)oc2c1 | 104.0 | 0
Brc1cccc(-c2noc(Cc3ccccc3)n2)c1 | 101.0 | 0.2

(next part)
structure | Polio RdRp inh | Polio RdRp inh FP z-score
O=C(C1CC1)n1cc(C(=S)N2CCOCC2)c2ccccc21 | 101.0 | -0.4
O=C(COc1ccccc1Cl)Nc1ccc2nc(SCC(=O)N3CCOCC3)sc2c1 | 103.0 | -0.9
Cc1cc(NC(=O)COC(=O)C(C)N2C(=O)C3CC=CCC3C2=O)no1 (configuration not stated) | 103.0 | 0
COc1ccc2c(c1)nc(COc1ccccc1)n2C | 100.0 | -0.3
O=C(O)CCc1ccc(-c2cccs2)n1-c1cccc(O)c1 | 103.0 | 0.2
C=Cc1ccc(Cn2c(C(=O)O)c(CNC3CCCCC3)c3ccc(C)cc32)cc1 | 106.0 | -0.4
CC(C)CNc1cc(NCCO)c2c3c(onc13)-c1ccccc1C2=O | 101.0 | 0.1
CSc1nnc(COc2ccc(C(C)C)cc2)o1 | 100.0 | -0.5
O=C(Oc1nsnc1N1CCCCC1)N(c1ccccc1)c1ccccc1 | 103.0 | 0.3
CCOC(=O)c1c(C)n(C)c2ccccc12 | 108.0 | 0.4
N#CC(C(=O)Nc1ccc(Cl)c(Cl)c1)=C1Nc2ccccc2N1 | 101.0 | 0.1
CCC(CC)NCC(=O)Nc1cc2oc3ccccc3c2cc1OC | 105.0 | 0.1
Cc1nn(CCCC(=O)NCCN2CCOCC2)c(=O)c2c1sc1ccccc12 | 104.0 | 1.4
Cn1c(NCCO)nc2ccccc21 | 102.0 | 0.1
Cc1ccc(NC(=O)c2cc(S(=O)(=O)N3CCc4ccccc43)ccc2F)cc1Cl | 105.0 | -0.6
CCOC(=O)Cc1ccc(NC(=O)n2ncc3c(C)cccc32)cc1 | 112.0 | 1.7
COc1ccc(NC(=O)c2cnc(Nc3ccc(C)c(Cl)c3)c3ccccc23)cc1OC | 106.0 | 0.3
COc1ccc(C(=O)OCC(=O)N2CC3(C)CC2CC(C)(C)C3)cc1 (configuration not stated) | 101.0 | 0.1
COc1ccc(C2(C(=O)O)CCOCC2)cc1 | 104.0 | 0.5
C=CCOC1=NC2C(C(=O)N(C)C(=O)N2C)N1C (configuration not stated) | 98.0 | -0.4
CC(C)NC(=O)C1CC(=O)N(c2ccc(Oc3ccccc3)cc2)C1 (configuration not stated) | 101.0 | -0.1
Cc1ccc(C)c(NC(=O)Cn2c(=O)n(Cc3ccc4c(c3)OCO4)c(=O)c3ccc(C(=O)NC4CCCCC4)cc32)c1 | 103.0 | -0.1
CCC(C(=O)Nc1cccc(Cl)c1C)n1nc(-c2ccc(C)cc2)ccc1=O (configuration not stated) | 113.0 | 1.7
Cc1ccc(-n2nnc(-c3ccc(Cl)cc3)n2)cc1 | 100.0 | -0.4
O=S(=O)(NCC(c1ccco1)N1CCOCC1)c1ccc(Br)cc1 (configuration not stated) | 108.0 | 0.2

Part of the list above, with two lines to a compound.
Value order: Polio RdRp inh	Polio RdRp inh FP z-score
COc1cc(/C=C(\C#N)C(=O)N2CCOCC2)cc(OC)c1OC
    102.0	0
CCN1Cc2ccccc2CC1C(=O)O (configuration not stated)
    104.0	0.7
CCC(C)NC(=O)c1nn(-c2ccc(C)cc2)nc1CO (configuration not stated)
    107.0	0

The listing picks up; the three compounds before the break are reprinted first.
structure | Polio RdRp inh | Polio RdRp inh FP z-score
CCC(C(=O)Nc1cccc(Cl)c1C)n1nc(-c2ccc(C)cc2)ccc1=O (configuration not stated) | 113.0 | 1.7
Cc1ccc(-n2nnc(-c3ccc(Cl)cc3)n2)cc1 | 100.0 | -0.4
O=S(=O)(NCC(c1ccco1)N1CCOCC1)c1ccc(Br)cc1 (configuration not stated) | 108.0 | 0.2
CN(C)C(=O)c1ccccc1NS(=O)(=O)c1ccc(Br)cc1 | 102.0 | 0.2
N=C1/C(=C2\Nc3ccccc3S2)CC(=O)N1CCc1ccccc1 | 104.0 | 0.2
CCCc1nnc(SCC(=O)Nc2ccccc2)o1 | 101.0 | -0.2
O=C(Nc1ccc(Cn2nnc3ccccc32)cc1)c1cccs1 | 100.0 | -0.9
CCOc1ccc(NC(=O)CCc2nc3cccnc3n2Cc2ccc(OC)cc2)cc1 | 102.0 | -0.1
CC1Cc2ccccc2N1S(=O)(=O)c1cccc(C(=O)NC2CC2)c1 (configuration not stated) | 102.0 | 0.2
COc1ccc(C2CC(=O)C3=C(C2)NC(=O)CC3c2ccccc2)cc1 (configuration not stated) | 102.0 | 0.1
COc1ccc(NC(=O)COC(=O)C2CCN(C(=O)Nc3ccccc3)CC2)cc1Cl | 100.0 | -0.4
CCOC(=O)Cn1c(=O)c(C2OCCO2)cc2c(C)ccc(C)c21 | 99.0 | -1.1
O=C(CSc1nnc2[nH]c(=O)cc(-c3ccccc3)n12)Nc1ccc(F)cc1F | 102.0 | -1.1
Cc1ccc(Cn2c(CN3CCC(C(=O)O)CC3)cc3ccccc32)cc1 | 108.0 | 0.3
CC1(C)CC(NC(=O)NC23CC4CC(CC(C4)C2)C3)CC(C)(C)N1 | 102.0 | 0.5
c1ccc(NC(c2ccccc2)c2nnc(-c3ccccc3)o2)cc1 (configuration not stated) | 102.0 | 0.4
O=C(NC1CCCCC1)c1c[nH]c2ccc(S(=O)(=O)Nc3ccc4c(c3)OCCO4)cc2c1=O | 99.0 | -0.5
Cc1cc(OC(=O)/C=C/c2ccc(C)o2)n(Cc2c(Cl)cccc2Cl)n1 | 109.0 | 0.9
CC(C)c1ccc(C(=O)OCC(=O)N2CCCCC2)cc1 | 101.0 | 0
CCS(=O)(=O)N1CCc2cc(C(=O)Nc3cc(Cl)ccc3C)ccc21 | 112.0 | 0.9
COc1ccc2cc(C(=O)NCc3ccc4c(c3)CCN4C(=O)c3ccccc3)[nH]c2c1 | 108.0 | 0.2
CC1CCN(C(=O)c2cc3n(n2)C(C(F)(F)F)CC(c2ccccc2)N3)C(C)C1 (configuration not stated) | 101.0 | -0.4
O=c1cc(CSc2nnc(-c3ccccc3)o2)c2ccccc2[nH]1 | 103.0 | 0.4
CCc1cccc(C)c1NS(=O)(=O)c1c(C)nc2sccn2c1=O | 109.0 | 0.4
O=C(O)CCn1nc(-c2ccc(F)cc2)cc(Cc2ccccc2)c1=O | 104.0 | 0.8
CC(=O)Nc1cccc(C(=O)NCc2ccc3c(c2)CCN3C(=O)c2ccccc2)c1 | 111.0 | 1
COC(=O)C(CCSC)NC(=O)c1cc2c(n(-c3ccc(C)cc3)c1=O)CC(C)(C)CC2=O (configuration not stated) | 105.0 | -1
COc1ccc(OC)c(C2CC(=O)c3c([nH]c(C(=O)OCc4ccc(C)cc4)c3C)C2)c1 (configuration not stated) | 105.0 | 0

Filtered by structure, the compounds so far with two or more sulfur atoms.
structure | Polio RdRp inh | Polio RdRp inh FP z-score
CCC1Sc2ccc(S(=O)(=O)CCC(=O)Nc3ccccc3C)cc2NC1=O (configuration not stated) | 100.0 | -0.7
COc1cc2c(cc1OC)C(C)N(S(=O)(=O)c1ccc(-c3ccccn3)s1)CC2 (configuration not stated) | 106.0 | 0.2
Nc1c(C(=O)c2ccccc2)sc2snc(SCC(=O)c3ccccc3)c12 | 65.0 | -2.9
O=C(COc1ccccc1Cl)Nc1ccc2nc(SCC(=O)N3CCOCC3)sc2c1 | 103.0 | -0.9
CCc1cccc(C)c1NS(=O)(=O)c1c(C)nc2sccn2c1=O | 109.0 | 0.4

(next part)
structure | Polio RdRp inh | Polio RdRp inh FP z-score
O=C(OCc1c(Cl)cccc1Cl)c1ccc(Br)o1 | 103.0 | 0.6
CC(=O)Nc1sc2c(c1C(N)=O)CCCC2 | 100.0 | -0.3
O=C(NCCCN1CCCC1=O)c1c(O)nc2ccccn2c1=O | 102.0 | 0.6
COc1ccc(N(C)C(=O)c2nn(-c3ccc(C)cc3)c(=O)n(C)c2=O)c(OC)c1 | 108.0 | 0.4
COc1ccc(C2CC(=O)Nc3c2c(=O)nc2c(C)cccn32)cc1OC (configuration not stated) | 109.0 | 1
CC1CCN(C(c2ccccc2)c2sc3nc(-c4ccco4)nn3c2O)CC1 (configuration not stated) | 96.0 | -1.8
NS(=O)(=O)c1cccc(C(=O)OCc2ccc(Cl)cc2)c1 | 100.0 | 0
COc1cc(OC)c(NS(=O)(=O)c2c(C(=O)N3CCC(C)CC3)c(C)n(C)c2C)cc1Cl | 103.0 | -0.6
NC(=O)CSc1nnc(-c2cccnc2)n1-c1ccccc1 | 102.0 | 0

High-throughput results (PubChem BioAssay)

A portion of the library, so the mix of outcomes need not match the whole.
